# Assay outcomes from PubChem BioAssay.
# CHRM1 antagonist = human M1 muscarinic receptor antagonists, primary screen, CHO-K1 cells, Fluo-8 calcium fluorescence, 1536-well. inhibition, % at 3 µM. CHO-K1 hM1, ACh EC80 antagonist. Muscarinic acetylcholine receptor M1 (Homo sapiens), P11229. AID 588852, 2011. 360,000 compounds, 1.3% hits;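 active = percent inhibition above its own plate's cutoff, namely the mean of that plate's compound wells plus 3 SD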;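 note: peak over basal fluorescence ratio during 140 s after agonist addition; 0% = ACh EC80 plus DMSO and 100% = DMSO alone without agonist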
# Target sequence (P11229 whole entry, looked up): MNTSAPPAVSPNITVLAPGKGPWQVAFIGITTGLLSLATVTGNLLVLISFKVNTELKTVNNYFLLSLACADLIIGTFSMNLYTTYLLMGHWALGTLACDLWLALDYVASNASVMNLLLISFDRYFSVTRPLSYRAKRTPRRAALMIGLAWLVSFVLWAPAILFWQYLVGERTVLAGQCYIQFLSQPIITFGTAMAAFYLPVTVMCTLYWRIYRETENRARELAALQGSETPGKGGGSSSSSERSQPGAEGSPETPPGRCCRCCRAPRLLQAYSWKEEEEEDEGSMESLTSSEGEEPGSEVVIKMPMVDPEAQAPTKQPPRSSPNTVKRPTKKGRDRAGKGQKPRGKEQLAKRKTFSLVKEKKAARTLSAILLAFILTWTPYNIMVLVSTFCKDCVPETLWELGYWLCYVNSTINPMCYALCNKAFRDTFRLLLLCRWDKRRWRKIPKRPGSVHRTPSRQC
# M4 ag = human M4 muscarinic receptor agonists, primary screen, CHO-K1 cells, Fluo-8 calcium fluorescence | 360,000 compounds, 0.14% hits | Muscarinic acetylcholine receptor M4 (Homo sapiens), P08173 | activation, % at 3 µM | CHO-K1 hM4/Gqi5; vehicle 0%, full acetylcholine response 100% | AID 624127, 2012;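 active = activation above the run mean over all test wells plus 3 SD, cut at about 32% in these data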;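 note: peak over basal fluorescence ratio per well then scaled between controls; 0% = DMSO wells and 100% = acetylcholine at EC100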
# M1 PAM = human M1 muscarinic receptor positive allosteric modulators, primary screen, CHO-K1 cells, Fluo-8 calcium fluorescence, 1536-well; 360,000 compounds, 0.088% hits; activation, % at 3 µM; CHO-K1 hM1, ACh EC20; 0% = ACh EC20, 100% = maximal ACh; in the data active = activation above about 19%, passing the limit was not always enough
# M5 ag = human M5 muscarinic receptor agonists, primary screen, CHO-K1 cells, Fluo-8 calcium fluorescence; Muscarinic acetylcholine receptor M5 (Homo sapiens), P08912; CHO-K1 hM5 cells; 0% DMSO wells, 100% maximal acetylcholine response; activation, % at 3 µM; 360,000 compounds, 0.19% hits;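 active = activation above the run's mean over test compounds plus 3 SD, cut at about 23% in these data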;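 note: signal is peak over basal fluorescence ratio across the kinetic read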
# M4 antag = human M4 muscarinic receptor antagonists, primary screen, CHO cells, Fluo-8 calcium fluorescence; 360,000 compounds, 0.73% hits; CHO-hM4 cells, ACh EC80; inhibition, % at 3 µM; Muscarinic acetylcholine receptor M4 (Homo sapiens), P08173;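 active = inhibition above its plate's cutoff, the mean inhibition of sample wells plus 3 SD, cut at about 27% in these data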;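 note: 0% = acetylcholine EC80 with DMSO and 100% = DMSO without agonist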
# M1 ag = human M1 muscarinic receptor agonists, primary screen, Fluo-8 calcium fluorescence, CHO-K1 cells, HTS; CHO-K1 hM1, agonist mode; 0% DMSO, 100% acetylcholine EC100; activation, % at 3 µM; 360,000 compounds, 0.33% hits;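 active = activation above the run's mean compound activation plus 3 SD, cut at about 16% in these data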;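 note: peak over basal fluorescence ratio within a 140 s kinetic read after compound addition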
# M5 PAM = human M5 muscarinic receptor positive allosteric modulators, primary screen, CHO-K1 cells, Fluo-8 calcium fluorescence; Muscarinic acetylcholine receptor M5 (Homo sapiens), P08912; CHO-K1 hM5, ACh EC20 PAM; 0% = ACh EC20, 100% = ACh EC100; activation, % at 3 µM; 360,000 compounds, 0.3% hits;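 active = activation above the run cutoff, the mean activation of all test compounds plus 3 SD, cut at about 18% in these data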
#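 System: CHO-K1 hM5 cells. Reagent: acetylcholine, EC20 level. Compound dosing: single dose, 3 µM nominal final test concentration. Timing: Post-acetylcholine fluorescence recording 140 s. Detection: Fluo-8 calcium fluorescence. Read-out: % activation, ACh-normalized. Benchmarks: ACh EC20 and EC100 wells. Repeats: singlicate, one well per test compound.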
# M5 antag = human M5 muscarinic receptor antagonists, primary screen, CHO cells, Fluo-8 calcium fluorescence; Muscarinic acetylcholine receptor M5 (Homo sapiens), P08912; CHO-hM5 cells, ACh EC80; inhibition, % at 3 µM; 360,000 compounds, 0.59% hits; AID 624040, 2012;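 active = inhibition above a per-plate cutoff, the mean of that plate's test compounds plus 3 SD, cut at about 27% in these data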;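 note: 0% = acetylcholine EC80 with DMSO and 100% = DMSO without agonist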
# TAAR1 ag = human TAAR1 agonists, primary screen, Fluo-8 calcium fluorescence, CHO RD-HGA16 cells. Trace amine-associated receptor 1 (Homo sapiens), Q96RJ0. vehicle wells 0%, saturating PEA agonist 100%. activation, % at 3 µM. 360,000 compounds, 0.99% hits;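 active = activation above the mean activation of all test compounds in the run plus 3 SD, cut at about 38% in these data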
# Target sequence (Q96RJ0 whole entry, looked up): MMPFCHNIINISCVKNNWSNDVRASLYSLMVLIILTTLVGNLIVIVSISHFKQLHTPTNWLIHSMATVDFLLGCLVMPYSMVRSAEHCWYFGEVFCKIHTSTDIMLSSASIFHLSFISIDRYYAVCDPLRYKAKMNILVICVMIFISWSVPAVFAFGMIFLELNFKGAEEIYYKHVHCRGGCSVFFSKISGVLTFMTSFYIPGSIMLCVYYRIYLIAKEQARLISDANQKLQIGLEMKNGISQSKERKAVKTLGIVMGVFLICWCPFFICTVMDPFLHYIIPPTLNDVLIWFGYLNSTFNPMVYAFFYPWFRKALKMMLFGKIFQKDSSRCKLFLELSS
#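 Benchmarks: low control DMSO, high control PEA (EC100); System: CHO RD-HGA16 cells carrying human TAAR1 plus Gα16; Detection: Fluo-8 fluorescence, 5 s baseline then 140 s kinetic read; Schedule: 17-24 h plating, Fluo-8 75 min 37 °C, 30 min RT; Read-out basis: % activation from peak over basal fluorescence ratio, DMSO-to-PEA scaled.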
# The depositor's hits bear a star; & = joins results of further samples; ! = not confirmed by another sample. An excerpt; count on the stated rates, not on these rows.
SMILES,CHRM1 antagonist,M4 ag,M1 PAM,M5 ag,M4 antag,M1 ag,M5 PAM,M5 antag,TAAR1 ag
Cc1ccc2c(c1)C(=O)CC(c1ccccc1)S2 (stereo not drawn),-27,-2,11,0,-7,-6,-2,16,5
O=C(N/N=C/c1cc(Br)c(O)c(Br)c1O)c1ccc2c(c1)OCCO2,12,1,-5,-1,9,-4,-1,-1,11
CC(Oc1ccc(C(=O)NC2CCCCC2)cc1)C(=O)O (stereo not drawn),-8,0,2,1,3,-3,4,-4,1
O=C1c2cccc(NCCNCCO)c2C(=O)c2cccc(NCCNCCO)c21,-2,0,10,2,-7,-1,8,-11,4
Cc1ccccc1NC(=O)c1ccco1,-7,0,8,0,0,-1,-2,5,4
CSc1ccccc1NC(=O)CN(c1cccc(C)c1)S(C)(=O)=O,-11,2,5,2,-3,-2,-1,-4,6
COc1ccccc1N(C)S(=O)(=O)c1ccc(C(=O)NC(C)c2ccccc2)cc1 (stereo not drawn),3,12,-10,-2,4,-3,-12,8,9
O=C(NCc1ccco1)c1ccc(Cn2c(=O)c3ccccc3n(Cc3cccc(Cl)c3)c2=O)cc1,2,0,4,-5,-1,1,-3,6,11
COC(=O)c1ccccc1NC(=O)C1(S(=O)(=O)c2ccc(Cl)cc2)CC1,-4,0,1,0,-9,-3,6,1,2
Cc1cc(C(=O)NNc2ccccc2F)no1,17,0,-4,3,4,-2,6,-3,2
C[C@H](CO)N1C[C@H](C)[C@H](CN(C)C(=O)CCC(F)(F)F)OCc2cnnn2CCCC1=O,-2,1,4,0,-1,-4,3,-9,2
O=C(Nc1ccc(Br)cc1)c1cccn1-c1ncc(C(F)(F)F)cc1Cl,2,-1,-3,-8,6,-6,-12,8,8
Cn1c(=O)c2c(ncn2CC(COCc2ccccc2)OCc2ccccc2)n(C)c1=O (stereo not drawn),-8,4,12,-5,3,0,-1,13,3
COc1ccc(CNC(=O)/C(C)=C\C(=O)O)cc1,-4,1,8,0,-4,-4,-2,1,4
O=S(=O)(/N=C(/c1ccccc1)N1CCOCC1)c1ccc(F)cc1,-17,-1,16,-1,-3,2,4,2,-3
CCOC(=O)c1ccc(N=c2sc(C(=O)OC)cc(=O)n2CCCN2CCOCC2)cc1,-9&2,2&5,3&-4,-1&2,52*!,-9&-5,-8&-10,3&7,0&0
O=C1Nc2ccccc2C(=O)N2CCCCC12 (stereo not drawn),-11,1,10,0,0,-1,-1,10,2
O=C(O)c1cc(S(=O)(=O)N2CC=C(c3ccccc3)CC2)ccc1O,1,0,0,1,1,-3,3,6,0
O=C(/C=C/c1cccs1)N1CCN(c2ccc(F)cc2)CC1,4,0,-6,0,6,-7,-6,15,-1
Cn1cnc([N+](=O)[O-])c1Sc1ccc(Br)cc1,4,0,1,-2,-9,-4,-2,5,13
C=Cc1ccc(C(=O)N2CCCC(CCC(=O)N3CCN(c4ccccn4)CC3)C2)cc1 (stereo not drawn),0,5,-2,-2,3,-5,-6,12,-1
O=C(COC(=O)Cc1c(Cl)cccc1Cl)NCc1ccco1,-10,0,11,-1,-2,-4,3,9,4
Cc1ccc(NC(=O)COc2ccc3oc4c(c3c2)CCCC4)nc1,-18,0,5,-2,5,-3,2,0,3
CCOC(=O)C1C(c2ccc([N+](=O)[O-])cc2)C2C(=O)NN=C2CC1(C)O (stereo not drawn),1,0,0,-3,0,-3,-4,3,3
C=CCn1c(SCC(=O)NCC(=O)OCC)nnc1-c1ccccn1,-12,1,8,0,10,-5,4,-4,4
# The list goes on.
SMILES,CHRM1 antagonist,M4 ag,M1 PAM,M5 ag,M4 antag,M1 ag,M5 PAM,M5 antag,TAAR1 ag
Cc1ccc(S(=O)(=O)N(C)c2ccc(C(=O)NCCc3ccccc3)cc2)cc1,0,5,-2,-5,1,-5,1,2,0
CN1c2ccccc2C(O)=C(C(=O)Nc2ccccc2)S1(=O)=O,4,1,-1,2,-1,-1,-6,4,13
O=C(NNC(=O)c1ccc(F)cc1)c1ccncc1,-7,1,8,7,1,-1,-3,-7,0
C=CCN1C(=O)c2ccc(C(=O)OCC(=O)N(CC)c3c(N)n(Cc4ccccc4)c(=O)[nH]c3=O)cc2C1=O,-1,0,6,3,-1,-4,12,-4,5
O=C(Nc1nnc(-c2ccc(Cl)cc2)o1)C1CCCCC1,-8,1,3,0,-15,-4,0,2,-1
Cc1cc(C)c(S(=O)(=O)N2CCOC2CNC(=O)C(=O)NCc2cccnc2)c(C)c1 (stereo not drawn),-6,1,2,0,-3,-8,1,-1,2
C/C(=N\NC(=O)c1ccccc1[N+](=O)[O-])c1ccc(Br)s1,6,1,-3,-4,1,-8,-8,5,3
O=C(/C=C/c1ccccc1)OCc1cnc(Cl)s1,-7,0,9,2,-4,-2,0,3,0
O=[N+]([O-])c1ccc2[nH]c(O)c(N=NC(=S)Nc3cccnc3)c2c1,-8,6,4,1,8,-3,-4,5,-1
COc1ccccc1-c1nc2n(n1)C(c1cccs1)C(C(=O)Nc1cccnc1)=C(C)N2 (stereo not drawn),-6,5,3,2,2,-2,-4,4,6
CCCNc1c(NS(=O)(=O)c2ccc(C)cc2C)c(=O)oc2ccccc12,-5,12,0,-5,-24,-3,-10,6,2
COc1ccc(OC)c(/C=N/NC(=O)c2ccc(=O)[nH]n2)c1,9,0,-1,-5,0,-4,-8,14,1
Cc1ccc(-n2c(=O)c3ccc(C(=O)NCc4ccco4)cc3n(Cc3ccccc3C#N)c2=O)cc1,-10,0,8,-1,1,-6,-2,4,0
COC(=O)c1ccc(CSc2nnnn2Cc2ccccc2)cc1,-3,3,4,-1,3,-4,4,1,7
COc1ccc2[nH]cc(/C=N/NS(=O)(=O)c3ccc(C)cc3)c2c1,2,7,2,1,28*,1,-3,3,7
CCN1CCN(C(c2ccccc2)c2nnnn2Cc2ccc(OC)cc2)CC1 (stereo not drawn),9,1,-5,-9,2,-6,4,0,9
Cc1ccc(C(=O)Oc2oc(-c3ccccc3)nc2C=Nc2ccc(N(C)C)cc2)cc1,1,0,1,-1,1,-7,-2,8,2
Cc1nn(C)c(C)c1NC(=O)c1ccnn1C,-7,0,2,0,-5,-2,1,0,9
COc1ccc(C(=O)CSc2nc3ccccc3n2CC(=O)NC(C)(C)C)cc1,3,1,0,0,1,-3,-9,-2,4
CC(=O)c1ccc(N2CCN(C(=O)COc3ccc4c(c3)CCC4)CC2)cc1,4,11,-5,1,-3,-1,-7,-7,1
CC(=O)NC(Cc1ccc(F)c(F)c1)C(=O)NC1CCN(c2nnnn2-c2ccccc2)CC1 (stereo not drawn),-1,1,2,-1,2,-3,1,5,7
Cn1c(=O)c2cc(NC(=O)NCCc3ccccc3)ccc2n1Cc1ccccc1,-13,2,8,2,4,1,-8,-5,30
COc1cccc(/C=N/n2c(N)c(S(=O)(=O)c3cccs3)c3nc4ccccc4nc32)c1OC,-1,0,-1,-1,2,-2,2,7,5
COc1ccc(C=C(C(=O)O)c2ccc(OC)cc2)cc1,-18,0,6,1,1,-1,5,12,0
CCn1nnnc1SCC(=O)Nc1nc2ccc(OC)cc2s1,-15,2,-2,-1,2,-3,-4,0,5
# (further entries)
SMILES,CHRM1 antagonist,M4 ag,M1 PAM,M5 ag,M4 antag,M1 ag,M5 PAM,M5 antag,TAAR1 ag
CC(C)(C)N1C(=O)[C@H]2[C@@H](c3ccc(Br)cc3)N3C(=O)N(c4ccccc4)C(=O)[C@@]3(Cc3ccccc3)[C@H]2C1=O,-5,0,2,3,4,-4,-8,6,1
COc1cc(/C=C/C(=O)O)cc(S(=O)(=O)Nc2ccc3nc(C)sc3c2)c1OC,-6,0,9,2,6,-3,4,3,-2
COc1cc(OC)cc(C(=O)Nc2nnc(SCC(=O)NCC3CCCO3)s2)c1 (stereo not drawn),-4,0,2,2,2,-2,0,2,-1
C/C=C(\C)C(=O)Nc1cccc(C2=NOC3(C2)C[C@H](C(N)=O)N(C(=O)C(c2ccccc2)c2ccccc2)C3)c1 (stereo partly drawn),-2,1,8,-3,8,-10,7,6,3
COc1ccc(OC)c(C(c2nnnn2C2CCCC2)N2CCN(c3ccccc3F)CC2)c1 (stereo not drawn),-25,-2,-5,-6,4,-4,1,-6,10
CCCc1ccc(OCCNC(C)=O)cc1,7,0,0,-1,-8,-9,0,-1,2
CCC(NC(=O)c1cc(COc2ccc(OC)cc2Cl)on1)c1ccncc1 (stereo not drawn),9,13,-7,5,-6,2,-7,1,15
Cn1c(CCN2CCN(c3ccccn3)CC2)nc2cc(NC(=O)COc3ccc([N+](=O)[O-])cc3)ccc21,15,1,-11,-3,-14,-1,6,-3,4
O=C(CN1C2=NCCCN2c2ccccc21)c1ccc([N+](=O)[O-])cc1,-5,2,11,-8,0,-10,-1,-2,5
C/C(=N/NS(=O)(=O)c1ccccc1)c1ccc(Cl)cc1,3,1,2,0,-2,-5,0,0,-2
COc1ccc(C(C)NC(=S)NCc2ccc(F)cc2)cc1 (stereo not drawn),-1,5,4,1,-10,4,-2,-2,9
COc1ccc(C(C)(C)C)cc1NC(=O)c1ccc2ncsc2c1,-9,0,8,5,-2,-2,5,0,1
COc1ccccc1Cn1c(=S)[nH]c2cc(C(=O)NCc3cccnc3)ccc2c1=O,20,2,-1,5,-1,-1,-4,5,8
O=C(C[C@H]1C[C@H](C(=O)N2CCCCC2)[C@@]2(CCc3ccccc3)c3[nH]c4cc(-c5ccco5)ccc4c3CCN2C1=O)NCc1cccc(C(F)(F)F)c1,-6,0,-1,1,-7,-2,1,-12,0
COCCCNC(CC(=O)Nc1cc(C)cc(C)c1)C(=O)O (stereo not drawn),-5,1,7,0,-5,-2,3,1,0
Cc1ccc(NC2CCCN(C(=O)c3ccccc3N3CCOCC3)C2)cc1C (stereo not drawn),-4,2,6,-2,-1,-3,1,18,1
CCOC(=O)c1cc([N+](=O)[O-])sc1NC(=O)c1ccc(S(=O)(=O)N2CC3(C)CC2CC(C)(C)C3)cc1 (stereo not drawn),-2,2,-6,0,2,-1,-1,0,6

# Of the compounds above, three contain a tert-butyl group:
SMILES,CHRM1 antagonist,M4 ag,M1 PAM,M5 ag,M4 antag,M1 ag,M5 PAM,M5 antag,TAAR1 ag
COc1ccc(C(=O)CSc2nc3ccccc3n2CC(=O)NC(C)(C)C)cc1,3,1,0,0,1,-3,-9,-2,4
CC(C)(C)N1C(=O)[C@H]2[C@@H](c3ccc(Br)cc3)N3C(=O)N(c4ccccc4)C(=O)[C@@]3(Cc3ccccc3)[C@H]2C1=O,-5,0,2,3,4,-4,-8,6,1
COc1ccc(C(C)(C)C)cc1NC(=O)c1ccc2ncsc2c1,-9,0,8,5,-2,-2,5,0,1
